Screening results (PubChem)
aDG glyco act: increases alpha dystroglycan glycosylation | Pro5-aDG cells, alpha-DG glycosylation AlphaScreen (IIH6); 0% Pro5, 100% B10-LARGE cell signal | activation, % at 10 µM | actives 0.22% (n = 360,000);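 active means activation of at least 8% versus controls, or a plate z-score of at least 8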;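 further: Pro5 are CHO cells carrying HIG-tagged alpha-DG that lacks glycosylation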
TLR9-MyD88 inh: TLR9-MyD88 interaction inhibition; CHO BLA complementation TLR9-MyD88, CCF4 FRET ratio; inhibition, % at 4.98 µM; actives 0.21% (n = 340,000); AID 504734;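 active means inhibition above the mean over all tested compounds plus 3 SD, cut at about 21% in these data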;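 further: 0% = DMSO only wells and 100% = clavulanate BLA inhibitor control wells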
Target sequence (Q99836 whole entry, looked up): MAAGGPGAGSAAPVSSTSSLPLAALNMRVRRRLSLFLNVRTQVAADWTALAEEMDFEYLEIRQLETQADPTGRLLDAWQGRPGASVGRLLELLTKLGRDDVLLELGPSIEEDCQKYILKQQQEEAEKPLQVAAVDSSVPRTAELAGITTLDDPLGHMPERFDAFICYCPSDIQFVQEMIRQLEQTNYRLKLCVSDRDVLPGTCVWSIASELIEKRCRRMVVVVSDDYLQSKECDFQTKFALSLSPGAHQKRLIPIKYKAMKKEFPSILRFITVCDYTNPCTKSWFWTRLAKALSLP
Target sequence (Q9NR96 whole entry, looked up): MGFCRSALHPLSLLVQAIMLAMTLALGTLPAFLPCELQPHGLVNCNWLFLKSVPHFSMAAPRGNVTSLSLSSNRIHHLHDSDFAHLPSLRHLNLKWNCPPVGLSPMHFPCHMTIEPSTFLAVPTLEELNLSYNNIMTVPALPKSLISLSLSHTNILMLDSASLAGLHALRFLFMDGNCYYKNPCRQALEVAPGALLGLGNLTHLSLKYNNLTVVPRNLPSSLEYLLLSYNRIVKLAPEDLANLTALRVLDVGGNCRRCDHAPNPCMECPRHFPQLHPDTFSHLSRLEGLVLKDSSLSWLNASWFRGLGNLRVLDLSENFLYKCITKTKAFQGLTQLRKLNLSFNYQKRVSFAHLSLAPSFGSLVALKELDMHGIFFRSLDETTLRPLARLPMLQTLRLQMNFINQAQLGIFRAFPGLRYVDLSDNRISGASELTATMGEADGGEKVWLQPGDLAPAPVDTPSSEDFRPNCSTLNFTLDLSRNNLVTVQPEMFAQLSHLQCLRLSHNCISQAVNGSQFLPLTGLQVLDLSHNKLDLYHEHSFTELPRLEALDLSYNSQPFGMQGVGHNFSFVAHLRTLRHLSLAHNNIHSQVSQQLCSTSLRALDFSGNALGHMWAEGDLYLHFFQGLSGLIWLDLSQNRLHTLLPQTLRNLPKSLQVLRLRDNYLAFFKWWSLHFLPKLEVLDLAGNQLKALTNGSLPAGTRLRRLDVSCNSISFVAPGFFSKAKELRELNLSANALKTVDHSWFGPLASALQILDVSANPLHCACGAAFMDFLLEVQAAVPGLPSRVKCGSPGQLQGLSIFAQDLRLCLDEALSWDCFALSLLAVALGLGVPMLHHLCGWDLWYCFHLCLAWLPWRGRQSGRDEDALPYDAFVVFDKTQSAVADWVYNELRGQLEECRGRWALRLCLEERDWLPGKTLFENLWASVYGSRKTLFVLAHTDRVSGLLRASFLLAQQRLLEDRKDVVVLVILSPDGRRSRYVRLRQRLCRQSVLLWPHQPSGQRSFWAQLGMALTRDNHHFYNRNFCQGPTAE
ABHD5-PLIN5 inh: inhibitors of human ABHD5-perilipin-5 interaction | actives 0.78% (n = 360,000) | AID 602281 | Split G. princeps luciferase complementation, luminescence, 4 h | inhibition, % at 4 µM | Q00G26+Q8WTS1;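 active means inhibition above the mean inhibition across every tested compound plus 3 SD, cut at about 22% in these data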;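 further: 0% = DMSO only wells and the 100% control is not disclosed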
MC4R antagonist: human MC4R antagonism in cAMP assay; P32245; MC4R-expressing cells, MTII-stimulated cAMP, LANCE TR-FRET; inhibition, % at 6.5 µM; actives 0.48% (n = 360,000); AID 540295;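 active means inhibition above its plate's cutoff, the mean of tested wells on that plate plus 3 SD, cut at about 29% in these data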;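 further: 0% = Melanotan II alone and 100% = Melanotan II plus saturating MCL0020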
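System: U2OS-MC4R stable cell line; Technique: Eu-cAMP/anti-cAMP TR-FRET, emission 671 nm; Repeats: single well per compound; Also added: Melanotan II; Dosing: one concentration, 6.5 µM nominal; Schedule: 30-min compound, 1-h challenge, 1-h detection, room temperature.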
N-glyco inh: blocks N-linked glycosylation in D54 reporter cells; D54 ERlucT glycosylation luciferase reporter, 24 h; percent of 100 nM tunicamycin response; reporter increase, % at 12.5 µM; actives 0.23% (n = 360,000);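 active means mean luciferase reporter signal, scaled so untreated is 0 and the glycosylation-blocking control 100, at or above a set limit in every replicate; inconclusive means mean reaches the limit but not every replicate does; inactive means mean below the limit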;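 further: luciferase carries N-glycosylation sites so blocking glycosylation raises the light; 0% = median of neutral control wells and 100% = median of 100 nM tunicamycin wells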
Vif imaging: inhibitors of HIV Vif; inhibition, % at 7.49 µM; actives 0.35% (n = 340,000); HEK293T cells, Vif self-association by quenched fluorescence, imaging, 24 h; AID 602346; in the data active means inhibition above about 50%, passing the limit was not always enough; inconclusive means no clear call, values can overlap the other calls; inactive means below about 31%; further: some results filed as inactive read as strong as hits
NOD2 RIPK2 PPI: NOD2-RIPK2 protein interaction inhibition; O43353; CHO BLA complementation NOD2-RIPK2, CCF4 ratio; inhibition, % at 4.98 µM; actives 0.38% (n = 360,000); AID 624267; in the data active means inhibition above about 21%;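 further: 0% = vehicle only and 100% = reference blocker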
MC4R barr agon: agonists of human melanocortin 4 receptor (MC4R) beta-arrestin | P32245 | U2OS MC4R beta-arrestin complementation, luminescence; percent of melanotan II response, DMSO zero | activation, % at 8.9 µM | actives 0.98% (n = 360,000);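 active means activation above a per-plate cutoff, the mean activation of sample wells on that plate plus 3 SD, cut at about 8% in these data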
ABCB6 inh MLPCN: blocks the human ABCB6 transporter. AID 602162. fluorescence ratio to DMSO, % at 10 µM. Q9NP58. actives 0.19% (n = 360,000). K562-ABCB6 porphyrin accumulation, flow cytometry, 1 h; stronger effect = lower value;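 active means fluorescence ratio to DMSO below 75%, the collection mean minus 3 SD; inconclusive means too few cells collected in the well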;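 further: signal is porphyrin accumulated inside mitochondria; 100% equals median channel fluorescence of DMSO control wells; lower ratio means ABCB6 inhibition with less porphyrin fluorescence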
Granule exo inh: blocks lytic granule exocytosis; TALL-104 LAMP-1 surface exposure, flow cytometry; cells stimulated with thapsigargin and PMA; inhibition, % at 10 µM; actives 0.66% (n = 360,000); AID 651702;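 active means inhibition above about 55%, limit read from the data; inconclusive means no clear call, values can overlap the other calls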
* = called active by the depositor; ? = inconclusive; / = no result given. This is a subset (hit frequency here may not be typical).

SMILES	aDG glyco act	TLR9-MyD88 inh	ABHD5-PLIN5 inh	MC4R antagonist	N-glyco inh	Vif imaging	NOD2 RIPK2 PPI	MC4R barr agon	ABCB6 inh MLPCN	Granule exo inh
CCN(CC)CCN(CC(=O)N(C1CCCCC1)C1CCCCC1)C(=O)c1cccnc1	-0.7	-14.7	-0.9	17.5	0.6	-11.7	1.1	1.1	93.0	-1.8
Cc1ccc(CNC(=O)CN2C(=O)C3(OCCCO3)c3ccccc32)cc1	-0.2	-18.3	-4.8	15.6	0.4	-5.7	-2.2	-0.8	103.0	-1.7
O=C(OCC(=O)N1CCc2ccccc21)[C@@H]1CC(O)CN1S(=O)(=O)c1ccccc1[N+](=O)[O-] (stereo partly specified)	-0.1	1.1	-12.5	7.8	1.7	11.9	-4.1	-0.3	92.0	35.2
CCC(C)(C)NC(=O)C(c1ccccc1F)N(Cc1ccco1)C(=O)Cn1nnc2ccccc21 (stereo unspecified)	0.1	-6.6	0.8	4.5	-1.4	-0.5	7.1	-2.2	103.0	-0.6
Cn1cccc1C(=O)OCc1cc(-c2ccco2)on1	0.0	-4.9	6.0	-0.1	-1.7	2.4	-1.6	-1.5	95.0	-0.3
CC(C)(Oc1ccc(Cl)cc1)C(=O)N1CCN(C(=O)c2ccco2)CC1	0.1	-6.2	6.2	1.4	1.4	9.5	-5.5	-1.5	97.0	12.0
Oc1cccc2c(NC(=S)Nc3ccc(OC(F)F)cc3)cccc12	-0.1	5.4	-25.7	3.9	-7.0	0.9	-0.8	-2.6	117.0	7.4
O=C(COC(=O)c1ccc(F)cc1F)Nc1ncccn1	-0.1	11.6	3.8	1.4	-0.4	4.5	-18.4	-1.2	104.0	-1.8
CC(C)(C)CC(=O)NC(=S)N1CCCCCC1	-0.1	5.5	10.4	7.5	3.4	-0.4	-17.7	0.3	112.0	7.9
O=C(NCc1cccnc1)c1cccnc1-c1nc2ccccc2s1	1.1	2.7	1.2	4.8	2.8	2.1	-0.7	-0.1	97.0	0.6
Cn1nc(C(=O)Nc2ccc(S(=O)(=O)N3CCCC3)cc2)ccc1=O	-0.2	3.9	0.9	3.4	2.5	/	-14.2	-1.8	89.0	1.1
O=C(Cc1cccs1)NCc1ccccc1F	0.3	3.0	-0.5	2.8	-0.9	/	-3.9	-0.9	98.0	-1.4

Results in MC4R antagonist (2 entries from above):
compound,MC4R antagonist
Oc1cccc2c(NC(=S)Nc3ccc(OC(F)F)cc3)cccc12,3.9
O=C(COC(=O)c1ccc(F)cc1F)Nc1ncccn1,1.4

Next section
SMILES	aDG glyco act	TLR9-MyD88 inh	ABHD5-PLIN5 inh	MC4R antagonist	N-glyco inh	Vif imaging	NOD2 RIPK2 PPI	MC4R barr agon	ABCB6 inh MLPCN	Granule exo inh
O=C(O)C1C2CCC(O2)C1C(=O)NCc1ccccc1Br (stereo unspecified)	0.0	-11.2	-3.6	7.1	-0.2	8.0	-4.9	-1.6	102.0	-1.3
CC1CCCC(C)N1c1nnc(NC(=O)c2cc(-c3ccc(Br)cc3)on2)s1 (stereo unspecified)	-0.1	4.1	-1.3	4.4	0.7	-12.6	5.0	1.1	98.0	2.8
O=C(NC1=NCCS1)c1cccc(NC(=O)c2ccco2)c1	-0.1	4.7	2.5	4.7	0.7	1.1	-9.0	1.6	88.0	-3.4
CC(Oc1ccc(Cl)cc1Cl)C(=O)NCc1ccncc1 (stereo unspecified)	0.0	6.7	1.0	0.8	1.0	4.6	-7.0	-1.8	97.0	4.1
Cc1cc(=O)oc2cc(OC(=O)c3ccco3)ccc12	-0.9	-12.1	1.0	17.8	0.5	7.6	10.4	-1.8	101.0	-0.3
CC(Sc1sc(=S)sc1SC(C)C(=O)O)C(=O)O (stereo unspecified)	-0.1	3.1	-11.4	9.0	4.5	-0.7	-8.9	-1.5	96.0	-5.6
COc1ccc(S(=O)(=O)N/N=C(/C)c2ccncc2)cc1OC	0.1	1.6	-8.4	1.5	1.6	-8.5	-7.4	-3.9	96.0	-0.9
O=C(c1cccc(N2CCCC2=O)c1)N1CCN(c2ccccc2)CC1	0.0	1.1	3.8	1.0	-2.7	-1.8	-4.1	-1.5	102.0	3.5
Cc1nc2cc(C(F)(F)F)ccc2n1C1CCN(CC(=O)N2CCOCC2)CC1	-0.2	4.0	-4.5	-2.6	2.4	-0.4	-4.8	0.5	100.0	2.1
CC(=O)Nc1ccc(S(=O)(=O)NCc2ccc(C(=O)NCCN(C)Cc3ccccc3)cc2)cc1	-0.1	/	-3.0	2.4	0.8	-11.9	-21.1	-0.3	96.0	2.2
COc1ccc(NS(=O)(=O)c2cccc(C(=O)NNC(=O)CNC(=O)c3ccccc3)c2)cc1	0.0	3.9	-0.2	10.2	1.3	-5.7	8.8	-0.8	104.0	-0.9
N#Cc1cnn2c1nc(N1CCOCC1)c1ccccc12	-0.2	3.9	1.2	3.0	-1.3	-1.8	3.5	0.9	89.0	0.0
COc1ccccc1N(C(=O)c1cncc(Br)c1)c1nc(-c2ccc(C)cc2)cs1	-0.1	-4.4	-4.5	1.4	-3.2	2.8	0.6	-1.7	99.0	-2.4
CC(CCc1ccccc1)NC(=O)C(=O)NCCc1ccccc1 (stereo unspecified)	0.1	0.5	5.3	4.9	-1.3	-4.4	-3.7	6.1	106.0	-1.3
O=C1c2ccccc2C(=O)N1CC(O)COCc1ccccc1 (stereo unspecified)	-0.1	0.2	-0.3	16.8	0.2	1.4	-4.7	-0.5	107.0	0.0
COc1ccc(CN(C)CC(O)COc2ccc(-c3ccccc3)cc2)cc1OC (stereo unspecified)	1.6	-2.5	1.6	-5.2	-1.1	2.2	-1.0	1.2	94.0	62.9*
NC(=O)CSc1c[nH]c2ccccc12	-0.3	-3.8	-2.1	4.2	2.6	-8.7	-13.6	-1.2	94.0	-2.3
Nc1ccc(C(=O)Nc2ccc3cc(S(=O)(=O)O)ccc3c2)cc1	0.3	-5.7	-1.5	7.2	0.0	2.2	-13.4	0.4	99.0	5.9
COc1ccc(C(=O)Nc2ccc(C)c(S(=O)(=O)N3CCOCC3)c2)cc1S(=O)(=O)N1CCCC1	-0.3	-8.4	-0.4	15.6	-2.3	-0.8	-4.4	-4.4	96.0	9.7
Cn1c(=O)n(C)c2cc(N3CCCC3)c(NC(=O)c3cccc(F)c3)cc21	-0.3	0.2	-6.5	-1.5	14.4	-4.9	-5.1	0.5	95.0	6.9
CCN(CC)c1ccc(C=C2C(=O)OC3(CCCCC3)OC2=O)cc1	0.0	5.1	1.8	18.3	4.1	-13.0	-4.8	-4.6	133.0	2.7
COc1cccc(N(CC(=O)N2CCc3ccccc3C2)S(C)(=O)=O)c1	0.7	-7.6	-5.4	1.8	-1.5	?	0.8	-1.7	73.0*	-2.5
CCOC(=O)c1cnc2c(CC)cccc2c1NCCCN1CCOCC1	0.2	3.8	14.9	7.6	1.9	9.4	4.6	-0.2	96.0	17.4
CCOC(=O)C1(Cc2cccc(OC)c2)CCCN(C(=O)CCN2CCCO2)C1 (stereo unspecified)	0.0	-5.2	0.7	-2.8	0.6	17.7	1.2	-1.2	90.0	-0.1
CCOC(=O)C1CCCN(C(=O)COc2ccc(C(=O)c3ccccc3)cc2)C1 (stereo unspecified)	0.2	-7.7	-1.4	5.7	-0.8	-9.9	1.2	-2.5	95.0	27.0
Cc1csc(NC(=O)CSc2ccccc2F)n1	0.6	8.1	10.3	-2.2	-0.7	4.7	-5.1	1.3	99.0	13.5
COC(=O)C1=C(C)NC(=O)CC1c1cc2c(cc1Br)OCO2 (stereo unspecified)	0.0	-3.1	4.8	7.1	0.5	-10.9	-7.2	-1.5	98.0	-0.1
COc1ccc(Cl)cc1NC(=O)CN(C)C(=O)c1sc2ccccc2c1Cl	0.5	-5.5	-2.4	8.8	15.3	-2.7	1.6	-2.3	98.0	0.9
COc1cccc(CNC(=O)c2ccc(C)c(S(=O)(=O)N3CCCCC3)c2)c1	0.4	-4.2	-6.8	4.6	-2.8	-33.0	-2.6	2.1	100.0	1.9
O=C(O)c1ccc(-n2cccc2/C=C2/SC(=O)N(CC(=O)N3CCCC3)C2=O)cc1	0.0	-0.5	4.3	-19.1	2.5	23.0	-1.6	-1.9	100.0	1.6
C=CCO/N=C/C1C(=O)CC(C)(C)CC1=O	-0.1	-8.4	5.9	5.8	3.2	16.9	-8.9	2.6	102.0	-0.2
O=C1c2ccccc2C(=O)N1Nc1ccc([N+](=O)[O-])cc1[N+](=O)[O-]	-0.1	-7.1	2.2	0.1	0.5	-1.2	5.6	-3.4	98.0	-1.6
COc1ccc(C2=C(c3ccc([N+](=O)[O-])cc3)C(=O)OC2)cc1	0.1	-4.6	-1.4	1.3	0.8	4.1	-13.1	1.0	97.0	-1.3
O=C(CCNS(=O)(=O)c1ccccc1)N1CCC(Cc2ccccc2)CC1	-0.2	-4.0	-0.6	6.9	-3.9	-5.3	-4.7	-1.3	101.0	1.4
Cc1c(C(=O)O)oc2ccc3c(c12)C(O)CC(C)(C)O3 (stereo unspecified)	0.0	1.5	-10.2	8.3	0.8	-14.3	4.9	-2.5	96.0	-8.0
CC1CN(S(=O)(=O)c2cccc(C(=O)NCCC3=CCCCC3)c2)CC(C)O1 (stereo unspecified)	0.6	10.9	-7.3	0.8	-1.3	-3.9	3.0	-3.2	93.0	2.4
COc1ccccc1S(=O)(=O)NCc1ccc(C(=O)NC2CCC(O)CC2)cc1 (stereo unspecified)	0.1	-8.3	17.1	-0.2	2.4	0.5	-11.3	3.5	95.0	5.8
Cc1ccc(C)c2[nH]c(=O)c(CCNC(=O)c3ccc(S(=O)(=O)N4CCOCC4)cc3)cc12	-0.4	3.5	2.7	14.8	1.7	9.8	-4.4	0.4	103.0	-2.1
CC(=O)Nc1c(O)nc(SCC(=O)Nc2cccc(C)c2)[nH]c1=O	1.0	-6.0	3.8	-3.5	-0.7	0.4	8.4	1.7	99.0	-1.2
CCOc1cc(C)nc(N2CCC(C(=O)NC3CC3)CC2)n1	-0.1	-1.9	-11.5	4.1	2.2	3.2	-9.4	0.9	92.0	-2.7
CCOC(=O)c1[nH]c2cc(OC)c(OC)cc2c1N	-0.3	1.6	2.2	-22.0	-1.6	10.3	-0.5	-1.4	99.0	0.2
CC(=O)NC(O)C(=O)c1ccco1 (stereo unspecified)	-0.2	-6.3	4.2	4.3	1.0	6.1	2.4	1.7	96.0	-6.0
Cc1ccc(Nc2nnns2)cc1C	0.0	-2.5	0.6	-1.6	0.1	4.4	-11.7	2.8	103.0	2.1
CC1(C)CC(CC(=O)Nc2nccs2)(c2ccccc2)CCO1 (stereo unspecified)	-0.2	-7.5	-2.4	-2.3	0.4	-2.0	0.8	-2.6	96.0	0.2
